PGC1a acetyl inh – modulators of PGC1a acetylation | U2OS PGC1a acetylation, AlphaScreen anti-acetyl-lysine; with virally co-expressed GCN5 acetyltransferase | inhibition, % at 15.6 µM | 350,000 tested, 0.17% active | AID 651687;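 active = every replicate shows inhibition of at least 40%; inconclusive = mean inhibition at least 40% but some replicate below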;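 also: 0% = neutral control wells and 100% = positive control wells; some results beyond the cut were filed as inactive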
Statin myotox sup – suppressors of simvastatin-induced myotoxicity in C2C12 myotubes; 330,000 tested, 0.78% active; rescue of ATP level, % at 7.49 µM; ATP luminescence, 48 h; scaled: DMSO 0, geranylgeraniol control 100;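 active = mean ATP rescue above about 67%, or every replicate alone reaching that limit, limit read from the data, passing the limit was not always enough; inconclusive = no clear call, values can overlap the other calls; inactive = mean under the limit and some replicate under it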;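 also: myotubes were challenged with 10 µM simvastatin during compound exposure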
SIRT5 inh – inhibitors of human sirtuin-5 desuccinylase; Q9NXA8; Purified SirT5, succinyl-peptide AMC, trypsin-coupled fluorescence; inhibition, % at 15 µM; 330,000 tested, 1.1% active; AID 652115; in the data active = inhibition above about 15%; inconclusive = no clear call, values can overlap the other calls
LGR2 antag – inhibitors of bursicon-induced Drosophila LGR2 receptor cAMP signaling; inhibition, % at 9.99 µM; 380,000 tested, 0.35% active; HEK293 LGR2, CRE-luciferase, bursicon-stimulated, 4 h;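 active = drop in luminescence signal, shown as inhibition above about 50% in the replicate tests, limit read from the data, passing the limit was not always enough; inconclusive = probably only some replicates passing the limit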;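 also: agonist challenge used bursicon conditioned medium at about half maximal strength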
XiGFP reactiv – activators of X-chromosome reactivation in mouse fibroblasts. XiGFP mouse fibroblasts, % GFP-positive cells imaging, 3 d; cells co-treated with 5-aza-dC sensitizer; scaled so ellipticine positive control = 100%. activation, % at 7.58 µM. 360,000 tested, 0.055% active;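 active = mean normalized replicate activation at least 10% and every replicate at or above 10%; inconclusive = only one of the two criteria met; inactive = mean below 10% and not all replicates reach 10%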;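 also: 0% = median of on-plate neutral control wells and 100% = ellipticine 6 µM median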
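System: 68-5-11 XiGFP fibroblast line | Buffer or medium: DMEM containing 5-aza-dC | Compound: Single point | Times: Compounds 3 days, fix/stain 15 min at room temperature | Benchmarks: Positive control ellipticine, 6 µM final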
Cneo AK release – causes C. neoformans cell lysis | adenylate kinase release luminescence, 4 h; normalised: neutral wells 0, clomiphene wells 100 | lysis activity, % at 15 µM | 360,000 tested, 0.2% active;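 active = mean lysis activity across replicates of at least 80%, whatever share of replicates individually reach that level; inactive = mean lysis activity below 80%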
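Material: C. neoformans cells | Amount: Yeast cell density of 5 × 10^6 cells/mL | Medium: Fresh YPD growth medium | Dosing: Single dose | Times: Static 4 h at 37 °C with compound, 1 h detection | Detection: AK luminescence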
ERAP1 HTS inh – ERAP1 (human) enzyme inhibition | Q9NZ08 | recombinant ERAP1, Leu-AMC fluorescence, 60 min | inhibition, % at 10.7 µM | 340,000 tested, 0.15% active;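 active = mean replicate inhibition of at least 30%, or all replicates individually reaching that 30% level; inactive = mean below 30% and not every replicate reaching it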;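 also: 0% = neutral control wells and 100% = L-leucinethiol positive control wells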
Target sequence (Q9NZ08 whole entry, looked up): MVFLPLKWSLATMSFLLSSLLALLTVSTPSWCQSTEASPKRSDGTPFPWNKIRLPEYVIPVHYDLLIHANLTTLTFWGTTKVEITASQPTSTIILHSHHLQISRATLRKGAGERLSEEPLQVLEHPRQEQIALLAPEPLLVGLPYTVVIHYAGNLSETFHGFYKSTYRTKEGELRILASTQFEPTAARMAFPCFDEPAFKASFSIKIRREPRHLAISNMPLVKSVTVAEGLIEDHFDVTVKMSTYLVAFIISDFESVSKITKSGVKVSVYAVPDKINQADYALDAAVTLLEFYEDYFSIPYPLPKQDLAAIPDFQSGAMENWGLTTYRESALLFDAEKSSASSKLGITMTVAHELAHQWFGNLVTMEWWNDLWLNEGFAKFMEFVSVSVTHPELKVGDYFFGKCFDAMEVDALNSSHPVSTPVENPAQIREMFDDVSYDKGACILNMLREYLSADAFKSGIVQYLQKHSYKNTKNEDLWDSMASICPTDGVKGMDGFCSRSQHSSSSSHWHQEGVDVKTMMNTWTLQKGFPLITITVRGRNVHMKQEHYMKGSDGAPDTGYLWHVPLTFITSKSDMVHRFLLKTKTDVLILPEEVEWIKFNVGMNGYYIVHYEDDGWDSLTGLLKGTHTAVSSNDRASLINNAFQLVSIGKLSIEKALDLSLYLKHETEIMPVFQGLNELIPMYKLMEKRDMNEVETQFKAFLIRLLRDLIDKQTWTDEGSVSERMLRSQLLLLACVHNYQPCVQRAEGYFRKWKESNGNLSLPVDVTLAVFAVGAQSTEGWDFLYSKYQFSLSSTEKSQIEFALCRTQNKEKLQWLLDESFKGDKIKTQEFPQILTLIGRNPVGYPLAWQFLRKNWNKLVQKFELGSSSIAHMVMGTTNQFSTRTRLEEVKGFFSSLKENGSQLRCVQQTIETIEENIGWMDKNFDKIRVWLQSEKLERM
S100A4 inh HTS – blocks human S100A4 binding to myosin IIA peptide; P26447; S100A4/TAMRA-MyoIIA peptide fluorescence polarization; inhibition, % at 10.7 µM; 360,000 tested, 0.14% active;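 active = mean inhibition of at least 70% across replicates, with every replicate also reaching that level; inconclusive = mean inhibition reaches 70% but some replicates fall short; inactive = mean inhibition below 70%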
Target sequence (P26447 whole entry, looked up): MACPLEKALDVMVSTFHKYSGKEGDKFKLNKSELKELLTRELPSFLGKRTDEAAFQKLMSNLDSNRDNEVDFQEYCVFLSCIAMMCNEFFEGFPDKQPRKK
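Test system: S100A4 monomer protein. Medium: HEPES buffer with Ca2+, pH 7.2. Reagent: fluorescent myosin IIA peptide, 5 nM. Compound dosing: single-point compound testing. Timing: 5 min between mix addition and reading. Benchmarks: DMSO neutral and TFP positive wells.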
Numbers without * were called inactive; ? = inconclusive; nt = no result given; & = joins results of further samples. A portion of the library. The share of hits here may be higher or lower than overall.

SMILES	PGC1a acetyl inh	Statin myotox sup	SIRT5 inh	LGR2 antag	XiGFP reactiv	Cneo AK release	ERAP1 HTS inh	S100A4 inh HTS
CC(C)C(C=Cc1ccccc1)=NNS(=O)(=O)c1ccccc1	-10	9	nt	-2	-0.1	-5	2	-2
Cc1ccc(C(=O)N2CCN(c3ncc(C(F)(F)F)cc3Cl)CC2)s1	-2	-10	-4	3	0.6	-4	-1	-5
CCCc1c(C)[nH]c2ccc(C(=O)O)cc2c1=S	16	0	26*	2	0.1	8	24	-5
COc1ccccc1N(Cc1ccccc1)S(=O)(=O)c1cc(C(=O)O)ccc1Cl	nt	1	1	-9	0.2	0	2	-9
CCCC#Cc1ccc2c(c1)O[C@@H](CN(C)C(=O)CC1CC1)[C@@H](C)CN([C@@H](C)CO)S2(=O)=O	4	36	0	-12	-0.4	4	-2	6
O=C(O)Cc1ccc(NC(=O)CCN2C(=O)c3ccc([N+](=O)[O-])cc3C2=O)cc1	4	6	-1	nt	0.0	4	-3	3
Cc1ccc2c(c1)S(=O)(=O)c1ccc3ccccc3c1N2	-2	-7	1	8	1.3	-1	-3	4
Cn1c(COc2ccc(Cl)cc2)nnc1SCC(=O)NC1CCCC1	2	-28	-8	-11	0.1	-2	-2	-4
C[C@H](CO)N1C[C@H](C)[C@@H](CN(C)Cc2ccc(C(=O)O)cc2)Oc2c(NS(=O)(=O)c3cn(C)cn3)cccc2C1=O	9&13	?	2&4	30&-10	0.2&-0.6	-2&0	14&12	19&0
CC[n+]1c(/C=C/c2ccc(N(C)C)cc2)ccc2ccccc21	nt	nt	7	11	0.0	nt	7	-23
C[C@H]1CN([C@@H](C)CO)S(=O)(=O)c2ccc(-c3cccc(C#N)c3)cc2O[C@H]1CN(C)C(=O)Nc1ccccc1F	-10	-27	-2	0	-0.7	-4	7	-6
CC(C)CC#Cc1ccc2c(c1)O[C@H](CN(C)CC1CCOCC1)[C@@H](C)CN([C@@H](C)CO)S2(=O)=O	27	-51	14	11	0.2	4	0	8
CCCNC(=O)CCCN1C(=O)c2ccccc2Sc2ncccc21	nt	0	1	-1	0.0	5	3	2
Cc1ccc(NC(=O)c2cc(F)c(F)cc2Cl)nc1	4	?	-2	-39	0.0	-1	-4	3
CC1CN(c2snnc2C=C2C(=O)OC(C)(C)OC2=O)CC(C)O1 (configuration not stated)	3	-5	-2	8	0.1	1	nt	-3
C[C@H](CO)N1C[C@H](C)[C@@H](CN(C)CC2CCCCC2)Oc2ccc(NS(=O)(=O)c3ccc(Cl)cc3)cc2CC1=O	-10	123*	18*	-11	-0.1	-11	-2	10
CCOc1ccc(NC(=O)C2CC(=O)N(CCc3ccc(OC)c(OC)c3)C2)cc1OCC (configuration not stated)	3	15	-1	-2	0.2	2	1	-1
O=S(=O)(CCSc1nc2ccccc2o1)Cc1ccccc1	2	13	-9	9	nt	4	1	-3
O=C(Nc1ccccc1)c1ccc[nH]1	5	nt	2	-23	0.0	0	-3	1
O=C(Cc1ccccc1)N[C@H]1CC[C@H](CC(=O)N2CCCCC2)O[C@H]1CO	1	0	8	-1	-0.2	-2	-1	13
O=C(O)c1cccc(S(=O)(=O)Nc2ccccc2Oc2ccccc2)c1	1	-1	nt	0	0.5	1	-4	0
O=C(COC(=O)CCS(=O)(=O)c1ccccc1)NNC(=O)c1ccc([N+](=O)[O-])cc1	2	-1	nt	-2	0.0	-1	-3	-2
CC#CCN1c2ccccc2[C@]23C[C@@H](C(=O)OC)N(C(=O)OCC)C2=NC(C(=O)OC)=C(C(=O)OC)[C@H]13	3	5	6	15	0.1	0	3	-3
Cc1cccc(C(C)n2nnc3ccccc32)c1O (configuration not stated)	nt	0	nt	4	0.1	-4	0	3
O=S(=O)(c1ccccc1)N1CCc2ccccc21	7	nt	nt	11	0.1	nt	nt	-9
Cc1cc(NC(=O)CC(C)C)c(=O)n(Cc2cccc(F)c2)c1	7	6	12	1	0.1	-1	-1	3
CC(C)(C)c1ccc(CC(=O)N2CCC2(C)C(=O)NS(=O)(=O)c2cccc(C#N)c2)cc1 (configuration not stated)	nt	-6	nt	9	0.0	7	-4	-2
C/C=C/c1ccc(C2[C@H]3CNC[C@@H]2N3C(=O)Nc2cc(F)ccc2F)cc1 (some centres not stated)	-1&1	nt	-6&3	-9&-13	0.0&0.0	nt	1&1	-6&-30
COc1cc(SC)ccc1C(=O)Nc1ccc(OCC(=O)N2CCOCC2)cc1	nt	-6	nt	3	0.2	-7	3	3
Cc1cc(=O)[nH]c(N/N=C/c2ccc3c(c2)OCCO3)n1	1	nt	3	-1	-0.2	-2	-4	-2
CCOC(=O)Cc1c(Cl)c2ccccc2[nH]c1=O	1	9	0	-3	0.0	0	-3	-5
CCc1ccc(N2CC(C(=O)NCC(C)(C)N3CCOCC3)CC2=O)cc1 (configuration not stated)	-2	15	-6	3	0.1	-1	-1	-2
COc1cccc(NC(=O)N(C)C[C@H]2Oc3ncc(C#Cc4ccncc4)cc3C(=O)N([C@H](C)CO)C[C@H]2C)c1	-13	31	4	10	-0.9	0	2	-82
COc1ccc(S(=O)(=O)Nc2ccc3c(c2)C(=O)N([C@H](C)CO)C[C@H](C)[C@@H](CN(C)CC2CC2)OCCCC[C@@H](C)O3)cc1	-1	-11	-4	-11	-0.7	0	-1	1
COc1cc(C(=O)OCC(=O)NCC2CCCO2)cc(OC)c1OC (configuration not stated)	0	6	1	9	-0.1	4	-1	3
O=C(Nc1ccc(Br)cc1)Nc1ccccc1Cl	nt	-42	-2	-74	0.1	nt	-3	-11
CCNC(=S)Nc1ccc(Cl)cc1Cl	-2	nt	0	7	0.0	-2	1	9
Cc1ccccc1S(=O)(=O)NCC[C@@H]1CC[C@@H](NC(=O)C2CC2)[C@@H](CO)O1	3	-8	9	-7	-0.2	-7	2	26
COc1ccc(OCc2nnc(SC(C)C(=O)Nc3ccc(N4CCOCC4)cc3)n2C)cc1 (configuration not stated)	8	6	-3	5	0.1	0	-5	-1
O=C(NCc1cccnc1)C1CC(c2ccc(F)cc2)=NO1 (configuration not stated)	3	-1	-2	-16	nt	0	-5	-2
COc1cccc(CC(NC(C)=O)C(=O)NC2CCN(S(=O)(=O)c3ccc(C)cc3)CC2)c1OC (configuration not stated)	-2	-7	-1	-5	0.0	nt	-2	-2
Nc1nonc1-n1nnc(C(=O)N/N=C/C2CCCCC2)c1-c1ccccc1	-17	27	-4	-3	0.0	-1	6	-3
O=C(Nc1cccc(F)c1)N1CC(=O)N2[C@H](C1)[C@H](c1ccc(-c3cccc(F)c3)cc1)[C@@H]2CO	-1	nt	7	-11	0.0	nt	0	2
COc1cc(OC)cc(C(=O)Nc2ccccc2-c2nnn(CC(N)=O)n2)c1	10	nt	-1	-4	-0.1	nt	-4	-4
C[C@@H]1CN([C@@H](C)CO)C(=O)Cc2cc(NC(=O)Nc3cccc4ccccc34)ccc2O[C@H]1CN(C)Cc1ccncc1	-2	-15	2	3	-0.9	13	5	-5
CN(C(=O)COc1ccc(Cl)cc1)C1(C)CCS(=O)(=O)C1 (configuration not stated)	2	16	-11	-10	-0.1	-1	0	0
Cc1ccc([C@H]2C[C@@H](n3cc(C4CC4)nn3)[C@H](O)CN2C(=O)c2cccs2)cc1	-27	7	0	-3	-0.1	-1	1	3
Nc1nc(SCc2ccc(Br)cc2)n[nH]1	nt	8	-2	-30	0.1	0	-1	-1
Cc1ccc(CN2CCNC(=O)C2CC(=O)N(C)Cc2cnccn2)cc1 (configuration not stated)	0	7	-4	7	0.0	12	-1	13
COc1ccccc1/C=C/C=N/N1CCN(Cc2ccc(Cl)cc2)CC1	-11	-4	nt	14	nt	0	nt	nt
O=C(c1ccc(NS(=O)(=O)c2ccccc2)cc1)N1CCCCCC1	nt	-8	-3	4	0.2	2	-3	-4
CO[C@@H]1CN(C)C(=O)c2ccc(NC(=O)C3CC3)cc2OC[C@@H](C)N(C(=O)c2ccccc2)C[C@H]1C	-14	9	nt	3	-0.7	-3	0	-2
C=CCNCCCCOc1ccc(OCC)cc1	11	-2	1	-1	nt	-1	-4	6
CC(Sc1nnc(-c2ccccc2)c(-c2ccccc2)n1)C(=O)Nc1ncc(Cl)cc1Cl (configuration not stated)	nt	nt	-1	nt	-0.1	nt	0	-2
Cc1cc(Br)ccc1NC(=O)C1C2CCC(O2)C1C(=O)O (configuration not stated)	nt	16	-3	-6	0.2	4	0	-4
C/C(Cc1ccccc1)=N\NC(=O)c1cc(C(C)(C)C)[nH]n1	nt	nt	-2	23	0.3	nt	0	-2
Cc1noc(C)c1S(=O)(=O)N(C)C[C@H]1OCCCC[C@@H](C)Oc2ccc(NC(=O)CCCN(C)C)cc2C(=O)N([C@H](C)CO)C[C@@H]1C	-1&8	6	-5&6	8&-4	0.1&-0.1	0&0	-2&-2	-2&2
O=S(=O)(Cc1ccccc1)N1CCCCN2[C@@H](CO)[C@H](c3ccc(-c4cncnc4)cc3)[C@@H]2C1	4	nt	5	10	0.0	1	0	-1
Cc1nc2ccccc2n1CCc1ccccc1	2	-6	-2	-41	-1.2	4	2	0
CN(C(=O)COC(=O)c1ccc(=O)n(Cc2ccccc2)n1)c1ccccc1	nt	nt	-3	15	0.1	nt	-2	0

Some of the entries so far, with two lines to a compound:
Under each structure – PGC1a acetyl inh | Statin myotox sup | SIRT5 inh | LGR2 antag | XiGFP reactiv | Cneo AK release | ERAP1 HTS inh | S100A4 inh HTS
Cn1c(COc2ccc(Cl)cc2)nnc1SCC(=O)NC1CCCC1
 : 2 | -28 | -8 | -11 | 0.1 | -2 | -2 | -4
O=S(=O)(CCSc1nc2ccccc2o1)Cc1ccccc1
 : 2 | 13 | -9 | 9 | nt | 4 | 1 | -3
O=C(Nc1cccc(F)c1)N1CC(=O)N2[C@H](C1)[C@H](c1ccc(-c3cccc(F)c3)cc1)[C@@H]2CO
 : -1 | nt | 7 | -11 | 0.0 | nt | 0 | 2
COc1ccc(OCc2nnc(SC(C)C(=O)Nc3ccc(N4CCOCC4)cc3)n2C)cc1 (configuration not stated)
 : 8 | 6 | -3 | 5 | 0.1 | 0 | -5 | -1

The list continues.
SMILES	PGC1a acetyl inh	Statin myotox sup	SIRT5 inh	LGR2 antag	XiGFP reactiv	Cneo AK release	ERAP1 HTS inh	S100A4 inh HTS
COc1ccc(NC(=O)Nc2ccc3c(c2)C(=O)N([C@H](C)CO)C[C@H](C)[C@@H](CN(C)C(=O)NC2CCCCC2)O3)cc1	-7&12	9&7	-3	9&25	4.5&0.0	0&0	0&-3	-3&-4
CC(C)CC1(C)NC(=O)N(CC(=O)Nc2ccc3c(c2)OCCO3)C1=O (configuration not stated)	5	-3	-2	11	-0.1	1	4	5
O=C(C[C@H]1C/C=C\C[C@H](Cc2ccc(F)cc2)C(=O)O[C@@H](c2ccccc2)CNC1=O)NCCO	nt	-14	nt	7	0.0	6	2	1
CC(C)NC(=O)N(C)C[C@H]1OCCCC[C@H](C)Oc2ccc(N(C)C)cc2C(=O)N([C@@H](C)CO)C[C@@H]1C	3	nt	-2	nt	nt	-1	0	-30
Cc1noc(C)c1NC(=O)N(C)C[C@@H]1OCCCC[C@H](C)Oc2ccc(NC(=O)Nc3cccc4ccccc34)cc2C(=O)N([C@H](C)CO)C[C@@H]1C	2	nt	nt	25	-1.1	3	nt	nt
